CXCR6 inh: blocks human CXCR6 beta-arrestin recruitment; O00574; CHO-K1 PathHunter CXCR6 beta-arrestin, luminescence; inhibition, % at 20 µM; 360,000 tested, 0.36% active; AID 602244; in the data active means inhibition above about 34%, passing the limit was not always enough;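 further: antagonist mode with CXCL16 agonist at 10 nM final; 0% = 10 nM CXCL16 with DMSO and 100% = unstimulated wells without agonist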
Target sequence (O00574 whole entry, looked up): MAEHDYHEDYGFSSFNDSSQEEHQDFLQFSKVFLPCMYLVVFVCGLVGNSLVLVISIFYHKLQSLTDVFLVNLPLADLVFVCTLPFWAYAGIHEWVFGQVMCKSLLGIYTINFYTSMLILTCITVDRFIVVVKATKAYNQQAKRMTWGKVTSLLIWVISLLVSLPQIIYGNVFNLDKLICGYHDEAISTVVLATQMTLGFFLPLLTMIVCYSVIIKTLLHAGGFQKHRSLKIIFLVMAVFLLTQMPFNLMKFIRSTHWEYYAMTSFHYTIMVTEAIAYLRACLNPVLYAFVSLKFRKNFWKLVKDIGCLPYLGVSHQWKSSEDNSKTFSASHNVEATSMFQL
CCR6 antag: blocks CCL20-driven beta-arrestin recruitment at human CCR6; CHO-K1 CCR6 PathHunter beta-arrestin, luminescence, CCL20-stimulated; inhibition, % at 20 µM; P51684; 340,000 tested, 0.49% active;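 active means compounds whose inhibition of the agonist-driven luminescence signal at 20 µM reaches about 50%, limit read from the data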;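 further: cells stimulated with CCL20 at 14 nM final; plate controls were DMSO with CCL20 for no effect and DMSO without agonist for full effect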
Target sequence (P51684 whole entry, looked up): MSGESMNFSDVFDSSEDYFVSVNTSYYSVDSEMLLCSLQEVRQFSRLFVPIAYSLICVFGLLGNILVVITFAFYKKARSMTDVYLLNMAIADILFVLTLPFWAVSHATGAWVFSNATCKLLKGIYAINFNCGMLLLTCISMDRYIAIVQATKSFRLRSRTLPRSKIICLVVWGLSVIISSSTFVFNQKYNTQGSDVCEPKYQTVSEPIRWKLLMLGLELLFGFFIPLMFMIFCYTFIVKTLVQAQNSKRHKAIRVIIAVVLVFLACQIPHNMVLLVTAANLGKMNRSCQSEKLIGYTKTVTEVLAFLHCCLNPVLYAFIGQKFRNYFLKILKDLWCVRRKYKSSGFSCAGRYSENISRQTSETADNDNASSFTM
UBC13 inh: human UBC13 polyubiquitination inhibition; UBC13 polyubiquitin chain formation, TR-FRET; inhibition, % at 20 µM; 330,000 tested, 0.47% active; in the data active means inhibition above about 45%, passing the limit was not always enough
Gli-Sufu antag: blocks Gli-Sufu signaling in a luciferase reporter | Sufu-KO-LIGHT fibroblasts, Gli luciferase reporter luminescence | inhibition, % at 5 µM | 340,000 tested, 0.74% active;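 active means inhibition above about 55%, limit read from the data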;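 further: 0% = DMSO-treated cells and 100% = wells with medium but no cells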
Jurkat NFkB inh: lowers PMA/ionomycin-induced NF-kB signal in Jurkat cells; PMA/ionomycin-induced NF-kB luciferase reporter, luminescence; 330,000 tested, 0.53% active; inhibition, % at 4 µM; in the data active means inhibition above about 50%
APJ antagonist: blocks the human apelin receptor APJ; CHO-K1 APJ beta-arrestin complementation, luminescence; 330,000 tested, 0.32% active; inhibition, % at 20 µM; P35414; AID 2521;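 active means inhibition above about 40% at 20 µM, limit read from the data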;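 further: cells challenged with 10 nM apelin-13 agonist together with compound; plate controls were apelin-13 plus DMSO wells for no effect and DMSO wells lacking apelin-13 for full effect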
Target sequence (P35414 whole entry, looked up): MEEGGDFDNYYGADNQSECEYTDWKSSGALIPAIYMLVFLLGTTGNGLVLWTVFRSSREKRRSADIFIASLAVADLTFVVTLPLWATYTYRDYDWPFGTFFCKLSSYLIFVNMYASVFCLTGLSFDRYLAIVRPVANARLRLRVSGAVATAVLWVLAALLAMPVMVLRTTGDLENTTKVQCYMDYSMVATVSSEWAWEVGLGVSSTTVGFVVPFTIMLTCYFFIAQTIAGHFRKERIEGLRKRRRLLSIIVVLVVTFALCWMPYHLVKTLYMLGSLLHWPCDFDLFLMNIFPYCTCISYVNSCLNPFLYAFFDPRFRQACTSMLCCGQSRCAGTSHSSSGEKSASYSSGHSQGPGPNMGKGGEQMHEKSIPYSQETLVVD
EBI2 antag: EBI2 (human) antagonism; P32249; EBI2 beta-arrestin recruitment, luminescence, 7a,25-OHC stimulated; inhibition, % at 5 µM; 360,000 tested, 0.81% active; AID 651636; in the data active means inhibition above about 38%;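 further: enzyme fragment complementation signal reports receptor beta-arrestin coupling in cells; 0% = agonist plus DMSO wells and 100% = wells without agonist; some results beyond the cut were filed as inactive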
697 NFkB inh: lowers PMA/ionomycin-induced NF-kB signal in 697 B cells. inhibition, % at 4 µM. 330,000 tested, 0.33% active. 697 B-cell NF-kB luciferase reporter, 16 h. AID 435022; in the data active means inhibition above about 35%
The depositor's hits bear a star; / = no result given.

SMILES	CXCR6 inh	CCR6 antag	UBC13 inh	Gli-Sufu antag	Jurkat NFkB inh	APJ antagonist	EBI2 antag	697 NFkB inh
CCCCn1c(N)c(N(CC)C(=O)c2cc(OC)cc(OC)c2)c(=O)[nH]c1=O	-9	-1	-3	7	-1	1	-8	15
CCN(CC)CCCNc1oc(/C=C/c2ccccc2)nc1C#N	0	26	13	3	-43	0	-6	-48
Cc1ccc(NC(=S)Nc2ccc3cn[nH]c3c2)cc1	-7	6	14	-20	-31	-5	-1	-22
O=C(Nc1cccnc1)c1ccc(-c2ccccc2)cc1	-1	3	6	-20	-78	9	-2	10
CCOC(=O)C1=C(O)CSC1=Nc1ccc(C)cc1	-13	12	-18	8	-2	-31	-8	9
C#CCOc1ccccc1/C=N/NC(=O)c1ccccc1OCc1ccccc1	7	35	-7	19	9	-22	10	-19
CO/N=C/C(C#N)=C/c1ccc(OC)cc1	-5	1	-6	-30	-30	-6	-15	-14
CCN(CC)C(=O)c1ccc(COc2ccccc2Br)o1	4	12	6	8	-5	10	0	-11
COc1ccc(Cc2nnc(NC(=O)Nc3ccc(F)cc3)s2)cc1	0	5	-1	-3	9	6	-10	3
O=C(CCS(=O)(=O)c1ccc(Br)cc1)N1CCN(c2ccccc2)CC1	0	24	-12	1	-3	8	-2	-13
OC(CN1CCCCC1)Cn1c(C(F)(F)F)nc2ccccc21 (stereo unspecified)	1	-5	-8	-2	-15	-22	1	-16
C[C@H]1COC(=O)[C@@H](Cc2ccc(F)cc2)C/C=C\C[C@H](CC(=O)NCCO)C(=O)N1	-7	-6	6	4	10	2	-6	13
O=C(COC(=O)Cc1ccccc1)NCc1ccc2c(c1)OCO2	6	4	-16	-3	0	4	4	0
CCOC(=O)c1cc(C(=O)NNC(=O)c2cccc([N+](=O)[O-])c2)c(C)nc1C	-3	10	2	-10	-1	3	-8	16
O=C(NC1CCCCCCC1)c1ccc(F)c(S(=O)(=O)N2CCOCC2)c1	-4	4	-7	-4	-5	0	-2	9
COc1ccc(CNC(=O)CCC2N=C3c4ccccc4N=C(SCC(=O)NCC4CCCO4)N3C2=O)cc1 (stereo unspecified)	4	4	2	0	-3	15	1	7
C#CCOCCOCCOCCNc1nc(N2CCN(C(=O)Cn3cc(CCCCN)nn3)CC2)nc(N2CCN(C(=O)Cn3cc(CCCCN)nn3)CC2)n1	-13	-4	26	3	9	5	-16	5
COCCNC(=S)N1CCN(C/C=C/c2ccccc2)CC1	7	14	3	3	1	7	17	12
CCc1nnc(NC(=O)CSc2nc3c(c(=O)n2CC)SC(C)C3)s1 (stereo unspecified)	-10	-6	3	19	0	4	6	2
O=C(N/C(=C/c1ccc(F)cc1)C(=O)N1CCCC1)c1ccccc1	0	2	5	-27	13	3	3	12
CCOC(=O)c1sc2nc(C3CC3)cc(-c3ccc(F)cc3)c2c1N	8	0	29	-3	2	1	27	-4
O=C(Cc1c(C(=O)O)[nH]c2ccc(Cl)cc12)Nc1ccc2c(c1)OCCO2	-4	11	-9	13	7	8	-7	12
CCc1nnc(NC(=O)c2cccc(S(=O)(=O)N3CCCCC3)c2)s1	-4	4	-2	-6	-1	-31	-3	-6
CCCCn1c(N)c(N(CCC(C)C)C(=O)COC(=O)c2cccnc2OCC)c(=O)[nH]c1=O	-4	5	6	-9	4	-11	7	2
Cc1ccccc1CS(=O)(=O)c1cn(CC(=O)N2CCC(C)CC2)c2ccccc12	-3	5	7	2	3	-4	-10	4
CC(C)(C)OC(=O)N1CCCC(C(=O)Nc2cccc(C(=O)NCCc3ccccc3)c2)C1 (stereo unspecified)	-5	12	/	-25	/	/	3	/
O=C1CSC(=NC(=O)c2ccccc2)N1	-10	11	-2	-3	-5	-10	2	-12
CCCCOC(=O)COc1ccc(Cl)cc1Cl	-1	8	1	-14	-5	8	-3	13
Cc1ccc2nc(Nc3nc(CSc4nnc(C)s4)cc(=O)[nH]3)nc(C)c2c1	-3	3	-7	-12	-28	-10	7	-14
CN1CCN(C(=O)/C(=C/c2ccc(F)cc2)c2ccsc2)CC1	-14	-6	-4	2	4	9	-9	3
CNC(=S)N1N=C2c3ccccc3CCC2C1c1ccccc1Cl (stereo unspecified)	14	10	0	1	16	-4	14	0
CC(C)(C)c1nnc(NC(=O)c2cccs2)s1	-5	20	1	-42	-47	8	2	-93
CCn1c(-c2cccnc2)n[nH]c1=S	-13	-3	5	30	-6	3	-16	14
CCN(CC)c1ccc(/C=N/NC(=O)c2cc(C)nc3ccccc23)cc1	5	19	-9	4	4	9	9	22
CCCNC(=O)C(Cc1cccc(C#N)c1)NC(=O)c1ccc(C#N)cc1 (stereo unspecified)	15	13	13	13	9	8	-6	8
COc1cc(N/C=C2\CC(=O)NC(C)=C2C#N)cc(OC)c1OC	-2	-13	-12	7	2	-42	-6	13
Cc1ccccc1NC(=S)N(Cc1ccccc1)Cc1cccnc1	-4	-7	-3	22	-7	-5	-6	18
COc1cc(NC(=O)c2ccco2)c(OC)cc1NC(=O)CSc1nnc(-c2cccs2)n1C	-3	-24	-8	-13	-1	-1	4	16
COc1ccccc1/C=C/C=N/NC(=O)CCn1nnc2ccccc21	-9	13	2	0	8	19	0	18
O=Cc1cccn1-c1c(C(=O)O)cnn1-c1ccccc1	5	-9	-3	1	-12	-31	-11	-10
COc1cccc(-c2nnc(-c3ccccc3[N+](=O)[O-])o2)c1	-10	-5	3	-56	-89	-3	9	-110
Nc1c(NCCCN2CCOCC2)c2ccccc2oc1=O	19	14	-3	4	-3	19	-6	15
Cc1ccc(OCCCCN2CCc3ccccc3C2)c(C)c1	0	11	6	14	5	19	-5	12
NC(=N\N=Cc1ccccc1)/C(N)=N/N=Cc1ccccc1	2	9	/	-30	/	/	48*	/
Cc1ccc(-n2nnc3c(=O)n(Cc4ccccc4C)cnc32)cc1	3	12	-12	-2	3	3	39	0
O=C1N[C@@H](Cc2c[nH]c3ccccc23)COC(=O)[C@@H](Cc2ccc(F)cc2)C/C=C\C[C@H]1CC(=O)N(CCO)Cc1ccccc1	6	7	-20	19	15	-4	3	1
Cc1ccc(CNC(=S)NC2CCCCC2)cc1	0	16	3	3	8	7	5	24
CC(Oc1ccccc1)C(=O)N1CCC2(CC1)Oc1ccc(F)cc1C(=O)C21CC(c2ccc(Cl)cc2)=NO1 (stereo unspecified)	3	8	-10	-4	27	-50	9	13
O=C(CSc1nc2ccc([N+](=O)[O-])cc2[nH]1)NC1CCCCC1	2	13	10	8	1	23	2	6
CCOC(=O)CC(=O)Nc1cc(Cl)ccc1O	-7	31	2	4	4	15	0	6
CC(NC(=O)CN1C(=O)NC(C)(c2cccc3ccccc23)C1=O)c1ccccc1 (stereo unspecified)	-20	-10	-4	-15	2	-13	0	2
CCc1cc2c(=O)[nH]c(COC)nc2s1	-3	-1	-12	-10	-15	-13	-14	5
CCOc1ccc(-c2c(C(=O)N/N=C(\C)c3cccs3)nnn2-c2nonc2N)cc1	5	9	-4	1	0	3	0	28
COc1ccc(/C(C)=N/NC(=O)CNC(=O)CCc2ccccc2)c(OC)c1	-10	0	5	3	14	-2	9	21
Cc1ccccc1OCCC(=O)Nc1cc(S(=O)(=O)N2CCCCC2)ccc1N1CCN(C)CC1	1	0	/	0	/	/	-10	/
COc1cc(C(=O)O)ccc1OC(C)=O	7	-8	-2	2	9	-11	-4	0
CCN(C(=O)CSc1nnc(SC(C)C)s1)C1CCS(=O)(=O)C1 (stereo unspecified)	-8	-2	-3	-2	0	-7	-17	22
CCOc1cc([N+](=O)[O-])cc(/C=N/NC(=O)c2c(-c3ccccc3)noc2C)c1O	14	27	-28	4	1	41*	12	14
COc1ccc(C(=O)NCc2nnc(SCC(=O)N3CCc4ccccc43)n2Cc2ccccc2)cc1	-2	4	11	2	2	-6	-7	5
CCOC(=O)C1CCN(C(=O)c2ccc3c(c2)OCO3)CC1	-5	7	6	27	9	-10	1	16

Single records (already shown). Order of screens: CXCR6 inh | CCR6 antag | UBC13 inh | Gli-Sufu antag | Jurkat NFkB inh | APJ antagonist | EBI2 antag | 697 NFkB inh
Shown for `CCOc1cc([N+](=O)[O-])cc(/C=N/NC(=O)c2c(-c3ccccc3)noc2C)c1O` → 14 | 27 | -28 | 4 | 1 | 41* | 12 | 14
Shown for `COc1ccc(/C(C)=N/NC(=O)CNC(=O)CCc2ccccc2)c(OC)c1` → -10 | 0 | 5 | 3 | 14 | -2 | 9 | 21
Shown for `CCOc1ccc(-c2c(C(=O)N/N=C(\C)c3cccs3)nnn2-c2nonc2N)cc1` → 5 | 9 | -4 | 1 | 0 | 3 | 0 | 28
Shown for `CCc1cc2c(=O)[nH]c(COC)nc2s1` → -3 | -1 | -12 | -10 | -15 | -13 | -14 | 5
Shown for `CC(NC(=O)CN1C(=O)NC(C)(c2cccc3ccccc23)C1=O)c1ccccc1` (stereo unspecified) → -20 | -10 | -4 | -15 | 2 | -13 | 0 | 2

New compounds follow.
SMILES	CXCR6 inh	CCR6 antag	UBC13 inh	Gli-Sufu antag	Jurkat NFkB inh	APJ antagonist	EBI2 antag	697 NFkB inh
CCC(C(=O)Nc1cccc(S(=O)(=O)N(C)c2ccccc2)c1)c1ccccc1 (stereo unspecified)	9	15	5	9	1	3	11	4
CCCCCCCCCCn1ccc(=N)cc1	-12	10	19	88*	75*	-3	2	-25
CCOc1ccc(C(=O)NCC(=O)OCC(=O)N(C)CC(=O)Nc2ccccc2CC)cc1OCC	4	12	/	-4	/	/	4	/
CCN(C[C@H]1N[C@@](C)(C(=O)OC)[C@H]2C(=O)N(C)C(=O)[C@@H]12)C(=O)c1ccccc1	-2	1	7	-6	-9	4	-1	15
Cc1cc(C)c2c(n1)nn1c(N3CCN(c4ccccc4)CC3)cc(C)nc21	6	-3	5	2	-5	14	17	8
Cc1c(CC(=O)N[C@@H](C)C(=O)O)c(=O)oc2cc3occ(-c4ccccc4)c3cc12	-8	5	-1	4	27	17	5	15
CCCCNc1ccc(C(CC(N)=O)NC(=O)c2ccccc2)cc1[N+](=O)[O-] (stereo unspecified)	16	11	-124	17	18	6	4	16
Cc1nc(-c2c(C(F)(F)F)noc2-c2ccc(O)cc2O)cs1	-3	0	20	3	14	12	-13	-20
COc1cccc(N(C(=O)c2ccco2)c2nc(-c3sc(NC(=O)c4ccco4)nc3C)cs2)c1	2	12	-27	26	6	3	6	-55
CCOc1cc(/C=N/NC(=O)c2ccc3c(c2)OCCO3)cc(Br)c1O	1	9	7	10	-6	3	1	10
CC(=O)c1ccc([C@@H]2C[C@]34CN(Cc5cccc(C(F)(F)F)c5)S(=O)(=O)[C@H]3C[C@H]2O4)cc1	-2	19	8	11	14	-5	-6	-10
O=C(COc1ccc([N+](=O)[O-])cc1)Nc1cccnc1	-1	-5	-11	-3	-13	-4	-1	-14
Cc1cc2ncc(C(=O)Nc3ccccc3)c(C)n2n1	7	-9	2	-1	24	0	-2	10
O=C(NCc1ccccc1)NC1(C(=O)Nc2ccc3c(c2)OCCO3)CCCCC1	-2	13	2	-1	-5	12	6	1
Cc1ccc(CNC(=O)C2CCN(S(=O)(=O)c3ccc4c(c3)CC(C)N4C(=O)C3CC3)CC2)cc1 (stereo unspecified)	-7	9	-12	-5	10	-9	79*	-13
CN(C(=O)c1ccccc1OCc1ccc(Cl)cc1)c1ccccc1	11	9	-2	1	2	2	14	0
Cc1cc(C)c2c(N)c(C(=O)Nc3nccs3)sc2n1	-6	5	10	-75	-87	20	-4	-157
COc1ccc(-c2nc3c(s2)CCc2onc(-c4ccc(OC)cc4)c2-3)cc1	-1	3	8	-6	24	1	-3	18
CC1=C(C(=O)NC(C)c2ccc3c(c2)OCCO3)C2(CCC(C)CC2)OC1=O (stereo unspecified)	-4	14	-3	2	3	13	0	6
CCCCOc1ccc(-c2ncc(C(=O)OCC)c(N)n2)cc1	4	-7	21	-67	-34	4	21	-85
CC(C)N(c1ccccc1)c1ccc(NC(=S)NCCN(C)C)cc1	-9	4	17	35	7	-6	4	-7
CCOC(=O)N1CCN(C(=O)c2ccc(CN(c3ccc(C)c(C)c3)S(C)(=O)=O)cc2)CC1	-7	20	-8	20	1	6	-10	-5
CC(=O)Nc1ccc(S(=O)(=O)NCCC(=O)NC2CCCCCC2)cc1	5	17	1	-2	-7	-9	-7	12
O=C1C=C(NCc2ccco2)CCC1	2	-3	3	4	-2	4	-4	1
Cc1ccc(-c2cc(C(F)(F)F)n3nc(C(=O)Nc4c(C)n(C)n(-c5ccccc5)c4=O)cc3n2)cc1	9	6	-1	-1	1	21	1	13
